Screening results (PubChem BioAssay)
Gli-Sufu antag: Gli-Sufu pathway antagonists, primary screen, luciferase luminescence, Sufu-KO-LIGHT cells, uHTS; Sufu-KO-LIGHT fibroblasts, Gli luciferase reporter luminescence; inhibition, % at 5 µM; 0.74% of 340,000 active;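 active = inhibition above about 55%, limit read from the data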;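 also: 0% = DMSO-treated cells and 100% = wells with medium but no cells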
CXCR6 block: CXCR6 receptor inhibitors, primary screen, cell-based, beta-arrestin, luminescence, CHO-K1 PathHunter, 1536-well; C-X-C chemokine receptor type 6 (Homo sapiens), O00574; inhibition, % at 20 µM; 0.36% of 360,000 active; AID 602244, 2012; in the data active = inhibition above about 34%, passing the limit was not always enough;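 also: antagonist mode with CXCL16 agonist at 10 nM final; 0% = 10 nM CXCL16 with DMSO and 100% = unstimulated wells without agonist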
APJ ag: agonists of human apelin receptor APJ, primary screen, CHO-K1 cells, PathHunter beta-arrestin, luminescence. P35414. 0% DMSO wells, 100% apelin. activation, % at 20 µM. 0.11% of 330,000 active;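 active = activation more than six SD over the plate average, tested at 20 µM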;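 also: 0% = DMSO alone and 100% = apelin-13 at 10 nM; some results filed as inactive read as strong as hits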
Target sequence (P35414 whole entry, looked up): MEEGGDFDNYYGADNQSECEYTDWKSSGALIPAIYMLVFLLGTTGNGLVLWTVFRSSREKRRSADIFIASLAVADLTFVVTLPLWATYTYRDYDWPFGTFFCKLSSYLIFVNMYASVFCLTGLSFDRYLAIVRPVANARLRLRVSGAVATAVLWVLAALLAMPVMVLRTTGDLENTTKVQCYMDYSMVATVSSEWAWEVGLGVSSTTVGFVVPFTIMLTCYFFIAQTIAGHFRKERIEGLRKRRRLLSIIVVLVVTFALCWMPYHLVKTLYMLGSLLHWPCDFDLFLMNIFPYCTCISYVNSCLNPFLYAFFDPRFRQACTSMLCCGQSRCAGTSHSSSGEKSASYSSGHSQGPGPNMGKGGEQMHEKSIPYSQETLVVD
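Assay system – PathHunter CHO-K1 APJ (AGTRL-1) beta-arrestin reporter cells · Compound – one dose, 20 µM compound, 1% DMSO · Timing – compound 90 min 25 °C, reagent 1 h · Measured by – luminescence from split beta-galactosidase complementation, Galacton Star/Emerald II substrate · Measure – beta-arrestin recruitment to APJ as agonist activity, luminescent signal · Benchmarks – DMSO vs Apelin-13 10 nM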
CCR6 antagonist: CCR6 receptor antagonists, primary screen, cell-based, CHO-K1, luminescence, beta-arrestin, uHTS | inhibition, % at 20 µM | 0.49% of 340,000 active | C-C chemokine receptor type 6 (Homo sapiens), P51684 | CHO-K1 CCR6 PathHunter beta-arrestin, CCL20-stimulated;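 active = compounds whose inhibition of the agonist-driven luminescence signal at 20 µM reaches about 50%, limit read from the data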;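 also: cells stimulated with CCL20 at 14 nM final; plate controls were DMSO with CCL20 for no effect and DMSO without agonist for full effect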
ATG4B inh: ATG4B protease inhibitors, primary screen, biochemical, fluorescence, uHTS; ATG4B cleavage of LC3-PLA2, NBD-HPC fluorescence, 1 h; 0.51% of 340,000 active; Cysteine protease ATG4B (Homo sapiens), Q9Y4P1; inhibition, % at 8.33 µM; in the data active = inhibition above about 40%
APJ antag: antagonists of human apelin receptor APJ, primary screen, CHO-K1 cells, beta-arrestin complementation, luminescence. inhibition, % at 20 µM. 0.32% of 330,000 active. AID 2521, 2010;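 active = inhibition above about 40% at 20 µM, limit read from the data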;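 also: cells challenged with 10 nM apelin-13 agonist together with compound; plate controls were apelin-13 plus DMSO wells for no effect and DMSO wells lacking apelin-13 for full effect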
UBC13 inh: UBC13 polyubiquitin chain formation inhibitors, primary screen, biochemical, TR-FRET, uHTS; inhibition, % at 20 µM; 0.47% of 330,000 active; AID 485273, 2010; in the data active = inhibition above about 45%, passing the limit was not always enough
Target sequence (P61088 whole entry, looked up): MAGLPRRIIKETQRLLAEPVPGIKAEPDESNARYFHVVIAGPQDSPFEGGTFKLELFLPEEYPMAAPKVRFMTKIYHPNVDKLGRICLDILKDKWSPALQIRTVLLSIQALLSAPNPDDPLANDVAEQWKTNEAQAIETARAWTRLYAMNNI
EBI2 antag: EBI2 receptor antagonists, beta-arrestin recruitment, primary screen, cell-based, luminescence, 7a,25-OHC stimulation, uHTS; G-protein coupled receptor 183 (Homo sapiens), P32249; 7a,25-OHC stimulated; inhibition, % at 5 µM; 0.81% of 360,000 active; in the data active = inhibition above about 38%;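 also: enzyme fragment complementation signal reports receptor beta-arrestin coupling in cells; 0% = agonist plus DMSO wells and 100% = wells without agonist; some results beyond the cut were filed as inactive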
Target sequence (P32249 whole entry, looked up, the tested form may be a part): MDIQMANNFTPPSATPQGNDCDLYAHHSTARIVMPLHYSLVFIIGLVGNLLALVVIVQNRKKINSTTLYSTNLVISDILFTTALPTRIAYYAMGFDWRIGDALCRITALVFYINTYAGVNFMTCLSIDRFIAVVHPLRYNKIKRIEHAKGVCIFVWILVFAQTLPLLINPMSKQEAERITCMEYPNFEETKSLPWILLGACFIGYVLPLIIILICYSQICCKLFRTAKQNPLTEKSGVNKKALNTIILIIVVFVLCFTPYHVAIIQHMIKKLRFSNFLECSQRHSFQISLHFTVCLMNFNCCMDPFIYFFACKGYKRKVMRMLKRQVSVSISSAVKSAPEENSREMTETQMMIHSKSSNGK
Active calls of the source: *; · = not tested or not shown. The order is random. Share with any hit: about 3%.

SMILES | Gli-Sufu antag | CXCR6 block | APJ ag | CCR6 antagonist | ATG4B inh | APJ antag | UBC13 inh | EBI2 antag
CCOC(=O)C1(Cc2ccccc2)CCN(Cc2cccc3nccnc23)CC1 | 31 | 2 | -5 | 15 | -1 | 16 | 3 | -2
CCOC(=O)c1csc(N)c1-c1ccc([N+](=O)[O-])cc1 | 6 | -5 | 2 | 7 | -6 | 10 | 1 | -6
CCC(C)NC(=O)CCn1c(-c2ccccc2)cc(C(C)=O)c1C (configuration not stated) | 2 | 3 | 2 | -2 | -3 | 0 | 3 | -4
CC(C)(C)Cc1nnc(NC(=O)c2ccco2)s1 | -15 | -9 | -2 | 2 | -4 | 9 | -10 | -2
Cc1ccc(-c2cnc3c(Cl)c(C)nn3c2)cc1 | -78 | 4 | -4 | 14 | 2 | 8 | -5 | 6
Cc1ccc(-c2nc3ncccc3o2)cc1NC(=O)c1ccc([N+](=O)[O-])o1 | -7 | 8 | 4 | -3 | -8 | -44 | -7 | -13
COC(=O)c1nn(-c2ccc3c(c2)OCO3)cc1O | -18 | 0 | -1 | -5 | 3 | 21 | 10 | -2
CCCCNC(=S)Nc1ccc2[nH]c(=O)[nH]c2c1 | 3 | -5 | 0 | -1 | -6 | 5 | -10 | 0
CCc1ccc(OCC(=O)NC(=S)Nc2ccc(C(C)=O)cc2)c(Br)c1 | -4 | -2 | -6 | -1 | 0 | -11 | -16 | -16
Cc1nn(C)c(C)c1C(C)NC(=O)c1cc(COc2cncc(Cl)c2)on1 (configuration not stated) | 9 | -9 | -1 | 3 | -3 | 0 | -4 | 1
CCN1CCN(C(=O)CS(=O)Cc2nc(-c3ccc(OC)cc3)oc2C)CC1 (configuration not stated) | 2 | -1 | 5 | -4 | -11 | -7 | -9 | 3
CCc1ccc(/C=C2\SC(N3CCCC3)=NC2=O)cc1 | -9 | 5 | -3 | 1 | -19 | -13 | -4 | 73*
C=C(C)Cn1c(SCC)nc2ccccc2c1=O | 6 | -1 | -3 | -17 | 11 | 14 | 1 | 5
O=C1CCCC(O)=C1N=Nc1ccc2ncsc2c1 | -1 | 0 | 0 | 23 | -9 | 5 | -28 | -5
CC(=O)Oc1cccc(N2C(=O)CC(Nc3ccc(N4CCOCC4)cc3)C2=O)c1 (configuration not stated) | 4 | -1 | -2 | 37 | -14 | 2 | 2 | 2

Reprinted at random: 5 compounds from above
SMILES | Gli-Sufu antag | CXCR6 block | APJ ag | CCR6 antagonist | ATG4B inh | APJ antag | UBC13 inh | EBI2 antag
CCOC(=O)c1csc(N)c1-c1ccc([N+](=O)[O-])cc1 | 6 | -5 | 2 | 7 | -6 | 10 | 1 | -6
COC(=O)c1nn(-c2ccc3c(c2)OCO3)cc1O | -18 | 0 | -1 | -5 | 3 | 21 | 10 | -2
Cc1ccc(-c2nc3ncccc3o2)cc1NC(=O)c1ccc([N+](=O)[O-])o1 | -7 | 8 | 4 | -3 | -8 | -44 | -7 | -13
CC(C)(C)Cc1nnc(NC(=O)c2ccco2)s1 | -15 | -9 | -2 | 2 | -4 | 9 | -10 | -2
Cc1nn(C)c(C)c1C(C)NC(=O)c1cc(COc2cncc(Cl)c2)on1 (configuration not stated) | 9 | -9 | -1 | 3 | -3 | 0 | -4 | 1

Next structures follow:
SMILES | Gli-Sufu antag | CXCR6 block | APJ ag | CCR6 antagonist | ATG4B inh | APJ antag | UBC13 inh | EBI2 antag
O=C1C=C(c2cccc(Cl)c2O)C[C@@H](c2ccc3c(c2)OCO3)C1 | -10 | 6 | -10 | 5 | 8 | -1 | -12 | 13
CCOC(=O)c1c(C)[nH]c(C(=O)COC(=O)c2cc(C)oc2C)c1C | -27 | 0 | -2 | -2 | 8 | -7 | -10 | 6
Fc1ccc(CNc2ncnc3c2cnn3-c2ccccc2)cc1 | -5 | -6 | 2 | -16 | -1 | -3 | 9 | 23
C[C@H]1CN=C(Nc2ccccc2)N1CC1CCC1 | 2 | -3 | 0 | 2 | -11 | 14 | 7 | -1
CN(C)S(=O)(=O)c1ccc(C(=O)Nc2cccc(C(=O)O)c2)cc1 | 5 | 4 | -3 | -10 | 5 | 12 | 2 | -2
COCCN(Cc1ccco1)C(=O)Cn1ncc2c(=O)oc3ccccc3c21 | 5 | -1 | -3 | 2 | 1 | 6 | 7 | 28
COC(=O)CCNc1n[nH]c(=O)[nH]c1=O | 4 | -13 | 0 | 15 | -3 | 7 | 2 | 6
COc1cccc(OCC(=O)NNC(=O)c2cnccn2)c1 | 1 | -4 | -3 | -3 | -3 | 10 | -11 | -3
C[N+](C)(C)CCCN1C(=O)CCCC1=O | 2 | 4 | 2 | -1 | -16 | 3 | 1 | 8
CCN1CCN(C(=O)CCc2nnc(CCCCc3ccccc3)o2)[C@@H](C)C1=O | -25 | 10 | -1 | 5 | 25 | -10 | 4 | -8
O=C(Nc1nccs1)C1(S(=O)(=O)c2ccc(Cl)cc2)CC1 | 6 | -3 | 0 | 0 | 13 | 0 | 4 | -16
CCN(CC)CCCC(C)NC(=O)c1cc(=O)c2ccccc2o1 (configuration not stated) | 4 | -4 | -4 | 3 | -12 | 14 | 5 | -12
COc1ccc(OC)c(C2C(C(C)=O)=C(C)Nc3ncnn32)c1 (configuration not stated) | 32 | -10 | -2 | -4 | 0 | 9 | 4 | -10
Cc1cc(-c2nnc(SCCC(=O)Nc3ccccc3)o2)no1 | 4 | 12 | -3 | 8 | 2 | -4 | -5 | -6
CCNS(=O)(=O)c1ccc(C)c(-n2cnnn2)c1C | 2 | -6 | 0 | 9 | -4 | 13 | -11 | -7
O=C(COC(=O)c1cnccn1)c1ccc(Br)cc1 | -1 | 8 | -2 | 7 | -2 | 4 | -22 | 2
O=C(c1cc(-c2cccs2)on1)N1CCOCC1 | -55 | -5 | -4 | -17 | 9 | 3 | 10 | -5
CCC1CCCCN1C(=O)CCS(=O)(=O)c1ccc2c(c1)CCN2C(C)=O (configuration not stated) | -7 | -2 | 2 | -6 | -2 | 6 | -9 | -1
COC(=O)Cn1c(CN(Cc2ccccc2)Cc2ccccc2)nc2c1c(=O)[nH]c(=O)n2C | 8 | 7 | -5 | 15 | 0 | -1 | 9 | -1
N#Cc1ccc(C(=O)OCC(=O)Nc2cccc(S(=O)(=O)N3CCCCC3)c2)cc1 | 2 | -18 | -1 | -1 | -13 | 7 | -3 | -1
Cc1ccc(CNC(=O)C(=O)NCC2OCCCN2S(=O)(=O)c2cccs2)cc1 (configuration not stated) | -6 | -4 | 3 | 11 | -3 | -3 | 4 | 0
O=C(c1ccc(F)cc1)N1CCC(C(=O)N2CCN(Cc3ccc4c(c3)OCO4)CC2)CC1 | -2 | -7 | -3 | 11 | 0 | -4 | 10 | -10
C/C(Cl)=C\Cn1c(Nc2cccc(C)c2)nc2c1c(=O)n(C)c(=O)n2C | 9 | -2 | -3 | 8 | -8 | 18 | 1 | 23
O=C(NCc1ccccc1)C1CCCN(C(=O)c2ccc(F)cc2)C1 (configuration not stated) | -3 | -11 | 4 | 7 | -9 | 13 | 0 | -5
Cc1ccc(C)c(OCC(=O)Nc2ccccc2C(=O)NC2CC2)c1 | -22 | 1 | 5 | 2 | 6 | -11 | 4 | 3
O=C(C1=C[C@H](C2CC2)C[C@H](OCc2ccc(CO)cc2)O1)N1CCOCC1 | -12 | -6 | -2 | -5 | -3 | 22 | 4 | -9
O=C(O)CN1C(=O)CSc2ccccc21 | 4 | 2 | -3 | -5 | 2 | 5 | -1 | -7
CC(C)N(Cc1cnn(C)c1)Cc1nc(COc2ccccc2)no1 | 3 | -4 | -2 | 12 | -2 | -42 | 2 | 1
CC(=O)Nc1ccccc1NC(=O)c1ccc(C)cc1C | 8 | -5 | -1 | -9 | 2 | -13 | -11 | -4
COc1ccc(CCCC(=O)N/N=C/c2cccc(OC)c2O)cc1C | -3 | -7 | 6 | -6 | -5 | -3 | -20 | 4
CCOc1ccc(C(=O)C(C)OC(=O)Cn2cnc3c2c(=O)n(C)c(=O)n3C)cc1 (configuration not stated) | 4 | 14 | -2 | -12 | 7 | 4 | 4 | -7
CN(C(=O)CSc1nnc(Cc2ccccc2F)n1N)C1CCCCC1 | -20 | 0 | -1 | 2 | 0 | -15 | -16 | -1
CCOc1ccccc1N(CC(=O)NCCSc1ccccn1)S(=O)(=O)c1ccc(C)cc1 | 12 | 1 | 1 | 26 | -5 | 24 | -1 | 11
CCOC(=O)N1CCC(NC(=O)c2cccc3c2C(=O)N(Cc2cccnc2)C3)CC1 | 3 | -4 | -7 | 17 | -11 | 2 | -4 | -6
CN(C(=O)CSc1ncnc2sc(-c3ccccc3)cc12)C1CCS(=O)(=O)C1 (configuration not stated) | 2 | -2 | -1 | 5 | -29 | -39 | -14 | -10
O=C(/C=C/c1ccccc1Cl)OCC(=O)N1CCCC1 | 6 | -4 | 1 | 6 | 7 | 4 | -16 | -9
CCCCC(=O)c1ccc(O)cc1 | -3 | 2 | -2 | 10 | -7 | 6 | 5 | -18
Cc1onc(-c2ccccc2Cl)c1C(=O)Nc1nnc(C(C)C)s1 | -4 | -5 | -9 | 14 | -6 | 18 | -7 | -13
CCOc1ccc(C(C)=O)cc1COC(=O)CN1C(=O)NC2(CCCC2)C1=O | 2 | -8 | 8 | 4 | -17 | 18 | 0 | 3
COc1ccc(C(C)=O)cc1CSc1nnc(Nc2ccccc2C)s1 | -2 | -14 | -4 | 4 | -2 | 4 | 14 | 11
C[C@H](CO)N1C[C@H](C)[C@@H](CN(C)Cc2ccccc2)Oc2c(NC(=O)Cc3ccccc3)cccc2C1=O | 12 | 1 | 0 | 1 | -27 | 13 | 19 | -3
CCCn1nnnc1NCc1ccc(OC)cc1OC | 3 | -7 | -3 | -14 | 0 | 9 | -2 | -7
S=C(c1ccccc1)N1CCSCC1 | 5 | 4 | -3 | 2 | -7 | 14 | -5 | -13
CC(=O)N1c2ccc(S(=O)(=O)N3CCCC3C(=O)Nc3ccc(C)cc3)cc2CC1C (configuration not stated) | -6 | 0 | -2 | 0 | -3 | 14 | 3 | -12
O=C(NCc1ccco1)c1ccccc1-c1nc(-c2ccc(F)cc2)no1 | 13 | 2 | -5 | 11 | 6 | -5 | 6 | 10
CC(C)n1c(=S)[nH]c2cc(C(F)(F)F)ccc21 | 1 | 4 | 6 | -11 | 6 | 6 | -2 | -17
COc1cc(O)oc1C=Nc1ccc(Oc2ccccc2)cc1 | -26 | 6 | -5 | 21 | -8 | -9 | 2 | 3
CCN(CC)C(=O)c1sc(NC(=O)c2ccc3c(c2)OCO3)c(C#N)c1C | 29 | 1 | -1 | 12 | -7 | -4 | 11 | 0
CCCOC1CCCN(C(=O)c2ccc(OC3CCN(C(=O)CCOC)CC3)cc2)C1 (configuration not stated) | -12 | -4 | -2 | 16 | -5 | 12 | 1 | 5
N#CC1(C(N)=O)OC12CCS(=O)(=O)c1ccccc12 (configuration not stated) | -31 | 0 | · | 4 | 0 | · | · | -2
Cc1nc(N)sc1N=Nc1ccccc1C(F)(F)F | -29 | 7 | -3 | 25 | 13 | -7 | -49 | 4
COc1ccc(NC(=O)CNc2cccc(S(=O)(=O)N3CCCCCC3)c2)c([N+](=O)[O-])c1 | -5 | 5 | 0 | 11 | -57 | -15 | 7 | 8
CCOC(=O)c1c(C)oc2c1c1c(c3ccccc32)OCN(CCCC(=O)O)C1 | -35 | -15 | 3 | -5 | -1 | -69 | 6 | 19
COc1cccc(CNC(=O)c2cc(S(=O)(=O)N3CCOCC3)cn2C)c1 | 10 | 6 | -5 | 15 | -10 | 9 | 0 | -3
